IP6K1 inhibitor = Primary qHTS assay for small molecule inhibitors of Inositol hexaphosphate kinase 1 (IP6K1); actives 0.81% (n = 140,000); activity change, % (series mostly up to about 58 µM); IP6K1 kinase, ADP-Glo luminescence, 2 h; hits give low values; in the data active = activity change below about -25%
Target sequence (Q92551 whole entry, looked up): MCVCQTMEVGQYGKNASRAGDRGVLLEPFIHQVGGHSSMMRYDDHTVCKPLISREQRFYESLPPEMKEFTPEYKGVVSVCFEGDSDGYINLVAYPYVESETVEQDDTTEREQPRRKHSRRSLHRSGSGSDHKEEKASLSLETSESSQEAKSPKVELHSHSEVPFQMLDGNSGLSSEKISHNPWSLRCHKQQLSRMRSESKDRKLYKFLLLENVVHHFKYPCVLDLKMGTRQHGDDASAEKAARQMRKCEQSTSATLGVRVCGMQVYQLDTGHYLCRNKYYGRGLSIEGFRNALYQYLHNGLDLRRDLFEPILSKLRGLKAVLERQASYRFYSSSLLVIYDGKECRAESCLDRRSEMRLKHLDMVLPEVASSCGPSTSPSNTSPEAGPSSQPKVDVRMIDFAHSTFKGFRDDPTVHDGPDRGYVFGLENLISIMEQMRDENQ
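ADP-Glo luminescence measures ADP made by human IP6K1 during a 2 h RT reaction with ATP/IP6 (mix at 1.3 mM/130 uM); top library doses 57.5 and 19.1 uM final.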
3T3 cytotox = Cytotoxic Profiling in NIH 3T3 Cell Line of Diverse Libraries Using Quantitative High-Throughput Screening. NIH 3T3 viability, CellTiter-Glo ATP luminescence, 48-72 h. Potency, µM (top dose mostly 96.7 µM), without a hit: at the highest dose activity change, negative = cytotoxicity, hits mostly inhibitors. actives 4.3% (n = 94,000); also: potency is read from the fitted curve at half-maximal effect; nearly all actives have a fitted effect of over 55% in size
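Mouse fibroblast NIH 3T3 cells, 400 per well, received compound via pintool and were incubated for 48 or 72 hr prior to CellTiter-Glo ATP luminescence measurement.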
HEK293 viab = GF-AFC viability counterscreen for inhibitors of alpha-synuclein gene (SNCA) expression; HEK-293-SNCA-luc viability, GF-AFC fluorescence, 24 h; Potency, µM (highest dose often 57.1 µM), inactives show at the top dose activity change, negative = cytotoxicity, usual class: cytotoxic; actives 0.12% (n = 150,000); AID 1671193, 2021;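 also: potency is read from the fitted curve at half-maximal effect; 0% = DMSO-treated cells and -100% = medium-only wells without cells; nearly all actives have a fitted effect of over 30% in size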
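Cytotoxicity counterscreen: after 24 h compound treatment of genome-edited SNCA-luciferase HEK-293 cells, live-cell protease substrate GF-AFC read by fluorescence after 30 min; activity scaled between DMSO (0%) and medium-only (-100%), curves Hill-fitted.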
Luciferase inh = Firefly luciferase inhibition profiling of diverse chemical library using quantitative high-throughput screening | Potency, µM (highest dose often 115 µM), for inactives: at the top dose activity change, negative = inhibition, actives largely listed as inhibitors | purified P. pyralis luciferase, luminescence, biochemical | Luciferin 4-monooxygenase (Photinus pyralis), P08659 | actives 2.5% (n = 76,000); also: potency is read from the fitted curve at half-maximal effect; nearly all actives have a fitted effect of over 65% in size
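Cell-free enzyme assay, 10nM P. pyralis luciferase, luciferin and ATP each at 10uM. Inhibition profiled over a 6-point titration, read as luminescence.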
HEK cytotox = Cytotoxic Profiling in HEK 293 Cell Line of Diverse Libraries Using Quantitative High-Throughput Screening. HEK 293 viability, ATP luminescence (CellTiter-Glo), 48-72 h. Potency, µM (doses to about 115 µM), for the others: at the top dose activity change, negative = cytotoxicity, most hits filed as inhibitors. actives 6.6% (n = 94,000); also: potency is read from the fitted curve at half-maximal effect; nearly all actives have a fitted effect of over 60% in size
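ATP-coupled CellTiter-Glo luminescence served as viability read-out, recorded 10 min after reagent addition at room temperature. HEK 293 cells, 250 cells/well, had been incubated with pintool-transferred compound for 48 or 72 hr at 37 degree Celsius.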
GPT2 inhibitor = Primary qHTS assay for inhibitors of Glutamate pyruvate transaminase 2 (GPT2); Alanine aminotransferase 2 (Homo sapiens), Q8TD30; Recombinant GPT2, coupled pyruvate oxidase/HRP Amplex Red fluorescence; Potency, µM (top dose mostly 57.7 µM), for the others: at the highest dose activity change, negative = inhibition, usual class: inhibitors; actives 0.25% (n = 100,000); AID 1671188, 2021; also: potency is read from the fitted curve at half-maximal effect; nearly all actives have a fitted effect of over 60% in size; many of its hits are not listed in these tables
Target sequence (Q8TD30 whole entry, looked up): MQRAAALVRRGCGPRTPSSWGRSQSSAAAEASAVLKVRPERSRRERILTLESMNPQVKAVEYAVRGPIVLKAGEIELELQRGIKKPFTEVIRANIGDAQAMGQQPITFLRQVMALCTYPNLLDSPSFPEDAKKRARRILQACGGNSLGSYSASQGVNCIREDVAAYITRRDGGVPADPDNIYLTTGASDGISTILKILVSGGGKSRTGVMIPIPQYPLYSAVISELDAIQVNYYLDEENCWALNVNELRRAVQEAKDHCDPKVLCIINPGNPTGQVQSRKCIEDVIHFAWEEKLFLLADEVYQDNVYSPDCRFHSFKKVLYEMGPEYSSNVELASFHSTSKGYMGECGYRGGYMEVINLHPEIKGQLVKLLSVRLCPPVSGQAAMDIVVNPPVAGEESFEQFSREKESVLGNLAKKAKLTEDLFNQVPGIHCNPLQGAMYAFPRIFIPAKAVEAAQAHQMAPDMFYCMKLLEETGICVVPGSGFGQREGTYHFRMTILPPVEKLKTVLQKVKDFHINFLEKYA
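Recombinant GPT2 (10ng/uL) with 250uM a-KG and 2mM L-alanine, 30 min at room temperature, in HEPES pH 7.5 buffer. Pyruvate detected by pyruvate oxidase/HRP/Amplex Red fluorescence after 30 min in the dark; AOA (50uM) as positive control.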
SNCA expr inhib = Primary qHTS assay for inhibitors of alpha-synuclein gene (SNCA) expression. HEK-293 SNCA-luciferase knock-in, luminescence, 24 h. Potency, µM (series often up to 57.2 µM), for inactives: at the highest dose activity change, negative = inhibition, most hits filed as inhibitors. actives 0.17% (n = 140,000);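 also: potency is read from the fitted curve at half-maximal effect; plate controls were DMSO cells for no effect and cell-free wells for full effect; nearly all actives have a fitted effect of over 45% in size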
An asterisk follows results filed as active; i = inactive; ? = inconclusive; / = not tested or not shown; [ ] = dose if it differs, or a comment. Unless noted, calls follow the shape of the dose curve; as a rule, active = well fitted curve in the direction sought with a large enough effect; inconclusive = small, poorly fitted or top-dose-only effect, or another doubt; inactive = no such curve, though single readings can be large; an effect the other way counts as inactive or inconclusive. Unless noted, % is scaled to controls: 0 for no effect and ±100 for the full control effect.

SMILES | IP6K1 inhibitor | 3T3 cytotox | HEK293 viab | Luciferase inh | HEK cytotox | GPT2 inhibitor | SNCA expr inhib
Cc1nc2nc(NC(=O)c3ccc(C(C)(C)C)cc3)[nH]n2c(=O)c1Cc1ccccc1 | -7 | / | 11% | / | / | / | ?
O=C(Nc1cc(-c2ccccn2)nn1-c1ccccc1)c1ccccc1F | -3 | -26% | 4% | / | ? | -4% | -14%
O=C(c1ccncc1)N1CCC(N2C(=O)C3(CCCC3)C2c2ccccc2)CC1 (centres undefined) | -4 | -5% | 9%[12.5 µM] | 2% | -11% | -6% | ?
O=C(NC1CCCC1)N1CCc2nc(-c3ccc(Cl)cc3)nc(-c3ccccc3)c2C1 | 10 | -19% | -2% | -1% | ? | i | 1%
C=CCNC(=O)c1cnn2c1CN(C(=O)c1ccccc1)CC2 | 0 | ? | 8% | / | 4% | i | -6%
CC(C)C[C@H](NC(=O)c1cc2ccccc2s1)C(=O)N1CCN(C(=O)[C@H](CO)NS(=O)(=O)c2ccc(Cl)cc2Cl)CC1 | / | / | ? | / | / | 5% | ?
C1=CCC(c2nc(C3CCOCC3)nn2-c2cccnc2)C1 | -1 | -6% | 6% | 15% | -3% | -4% | 22%
O=C1C(N2CCN(Cc3ccc[nH]3)CC2)CCN1Cc1cccnc1 (centres undefined) | 13 | -13% | -10% | -11% | 0% | ? | 17%
Cc1cc(N2CCC(C(=O)N(CC(C)C)CC(C)C)CC2)n2nc(C)c(-c3ccc(Cl)cc3)c2n1 | 4 | / | 5% | / | / | / | 13%
CCOc1ccc(-c2nc(SCC(=O)Nc3ccc4c(c3)OCO4)c(-c3ccc(F)cc3)[nH]2)cc1 | -14 | / | -26% | / | / | / | 21%
CNCc1ccccc1-c1ccccc1 | 0 | -31%[174 µM] | 1%[87.6 µM] | / | -29%[230 µM] | i | 5%[87.6 µM]
O=C(NCC1CCCCCC1)c1nc2cccnc2n(CCc2ccccc2)c1=O | -9 | 35µM* | 0%[12.5 µM] | / | ? | i | 6%
CCc1nc(-c2ccc(OC3CCN(C(=O)c4sc(C)nc4C)C3)cc2)no1 (centres undefined) | 8 | ? | -8% | -19% | 45µM* | i | 68%[activator]
Cc1cc(Nc2cccc(C(F)(F)F)c2)nc2ccc(NC(=O)c3cncc(Br)c3)cc12 | 15 | / | ? | / | / | / | ?
COc1ccc(NC(=O)CSc2nc3nc(C)cc(C)n3n2)cc1 | -5 | / | 0% | / | / | / | 2%
C[S+](=O)([O-])Nc1cccc(Nc2cnc3ccc(-c4cccc(CO)c4)nn23)c1 | -12 | ? | 3%[87.6 µM] | ? | ? | 3%[88.5 µM] | -12%[87.6 µM]
O=C([C@@H]1C[C@H](Oc2cccnc2)CN1C(=O)COc1ccccc1)N1CCCC1 | 3 | -13% | 6% | -14% | -1% | i | 6%
CCOc1cccc(CNC(=O)c2noc(-c3ccc4c(c3)OCO4)n2)c1 | -7 | ? | -2% | ? | ? | 2% | 46%[activator]
Cc1ccccc1-c1nc(CNC(=O)NC2CCCCC2)c(C)o1 | -3 | / | -4% | / | / | / | 15%
COc1ccc(C(=O)N[C@@H]2CCC[C@@H]2C(=O)NCc2cc(F)cc(F)c2)cn1 | -2 | 5% | -16% | 6% | 2% | -15% | 35%[activator]
CCOCCn1c(=O)[nH]c2cc(C(=O)NCc3cc(=O)[nH]c(C)n3)ccc21 | 7 | -21% | 12% | 3% | -13% | -11% | -3%
COc1ccccc1-c1ccc(C(=O)N2CCC(NC(C)=O)CC2)cc1 | -5 | -19% | -8%[12.5 µM] | / | ? | 0% | 15%
COc1ccccc1NC(=O)C1CCCN(c2nnc(C)c3c(C)n(-c4ccccc4)nc23)C1 (centres undefined) | 12 | / | ? | / | / | / | -11%
CCc1noc(-c2cn(C3CCN(C(=O)c4ccc(F)c(F)c4)C3)nn2)n1 (centres undefined) | -2 | -29% | -4% | 4% | 1% | 0% | 1%
O=C(Nc1ccc(F)c(F)c1)c1cc(S(=O)(=O)N2CCc3ccccc32)ccc1F | 20 | / | -10% | / | / | / | 17%
(continued)
SMILES | IP6K1 inhibitor | 3T3 cytotox | HEK293 viab | Luciferase inh | HEK cytotox | GPT2 inhibitor | SNCA expr inhib
Cc1nc(NCc2ccc(C(=O)N3CCCCC3)cc2)cc(C2CC(N)C2)n1 (centres undefined) | 8 | -20% | -1% | -1% | ? | 0% | 9%
CCn1cc(-c2ccc(OC)cc2)cc1C(=O)O | 0 | -23% | 5% | 25µM* | ? | -6% | 35%[activator]
CC1CCCN(C(=O)c2ccc(CSc3nc4ccncc4n3Cc3ccccc3)cc2)C1 (centres undefined) | 25 | / | -21% | / | / | / | 81%[activator]
COC(=O)N(C)Cc1ccc(F)cc1 | 10 | -15%[174 µM] | 12%[87.6 µM] | -1%[230 µM] | -19%[230 µM] | i | -14%[87.6 µM]
Cc1cc(N2CCN(c3cc(Cl)ccc3C)CC2)n2nc(-c3ccccc3)nc2n1 | -5 | / | 19% | / | / | / | -9%
Cc1ccc(CNC(=O)c2cnc(N(C)C)nc2)cc1 | -3 | / | -4% | / | / | / | 13%
CCN(CC)Cc1nc(C2(O)CCN(C(=O)c3cccc(F)c3)CC2)cs1 | 0 | -1%[174 µM] | 5%[87.6 µM] | 4%[172 µM] | i | 4%[88.5 µM] | 0%[87.6 µM]
Cc1nc2c(c(-c3ccc(O)cc3)n1)CN(Cc1ccc(C(F)(F)F)cc1)CC2 | 22 | -31% | 8% | -9% | ? | i | 6%
Cc1ccc(C(=O)Nc2c(C(=O)NC(C)(C)C)oc3ccccc23)cc1 | 8 | / | -10% | / | / | / | 2%
Cc1cc(C(=O)N2CC(c3nnc(-c4ccncc4)o3)C3(CCOCC3)C2)n(C)n1 (centres undefined) | 13 | -12% | 4% | 3% | 4% | i | 4%
CC1(C)OC(=O)NC1=O | 24 | / | -11%[23.9 µM] | / | / | 3% | 14%[25.6 µM]
N#Cc1ccc(CN2CCC3(CC2)CC(c2cccnc2)=NO3)cc1 | 11 | -20%[138 µM] | -14%[87.6 µM] | -1%[172 µM] | 79µM* | i | -16%[87.6 µM]
COc1ccccc1-c1cc(Nc2ccc(N3CCOCC3)cc2)c2onc(C)c2n1 | -14 | ? | -21%[87.6 µM] | -19%[172 µM] | 63µM* | ? | 12%[87.6 µM]
O=C(CC1CCCCC1)N1CCC(c2noc(COc3ccc(F)cc3)n2)CC1 | -7 | ? | -9% | -21% | ? | -11% | -4%
O=C(/C=C/c1ccccc1Cl)Nc1nc(-c2cccs2)ns1 | 17 | / | -9% | / | / | / | 82%[activator]
COc1ccc(CNC(=O)[C@@H]2CCC[C@@H](NC(=O)NC3(c4ccccc4)CCOCC3)CN(C)C(=O)C2)cc1 | -7 | 1% | 3% | -2% | 0% | i | 6%
O=C(c1ccc(F)c(F)c1)N1C[C@@H](CO)[C@H](c2nc(C3CC3)no2)C1 | 6 | -20% | 2% | 5% | -2% | i | -14%
O=C(Nc1cccc(Cl)c1)C1CN(c2ccnc3ccnn23)C1 | 11 | ? | -10% | / | ? | ? | -8%
COC(=O)C1=C(C)N=C2SC=C(CC(=O)NCC3CCCO3)N2C1c1ccccc1F (centres undefined) | 24 | -21% | -6% | -8% | -27% | 0% | 3%
COc1ccc(CNC(=O)N2CCC3(CC2)CC(Cc2nc(C4CC4)no2)CCO3)cc1 (centres undefined) | 11 | ? | -2% | -3% | ? | -15% | -10%
CN(C(=O)Nc1ccccc1)C1CCCc2ccccc21 (centres undefined) | -8 | -13%[138 µM] | -10%[87.6 µM] | ? | ? | -3%[88.5 µM] | 56%[activator][87.6 µM]
COc1ccccc1OCc1cc(C(=O)N2CCN(c3cnccn3)CC2)n[nH]1 | 10 | -9% | 0% | -2% | i | -9% | -25%
COc1ccc(NC(=O)CCc2c(C)nn(-c3ccc(N4CCOCC4)nn3)c2C)cc1Cl | -3 | / | -5% | / | / | / | 111%[activator]
COc1ncccc1-c1cnc2n[nH]c(-c3ccc(F)cc3C)c2n1 | 31 | 32µM* | -9%[87.6 µM] | -9%[172 µM] | ? | 2%[88.5 µM] | -16%[87.6 µM]
CCCC(c1cccs1)n1cc(-c2cncnc2)nn1 (centres undefined) | -5 | -10% | -3% | 0% | 3% | i | 31%[activator]

Single records, from the list above.
COc1ccc(CNC(=O)[C@@H]2CCC[C@@H](NC(=O)NC3(c4ccccc4)CCOCC3)CN(C)C(=O)C2)cc1 is entered as IP6K1 inhibitor: -7; 3T3 cytotox: 1%; HEK293 viab: 3%; Luciferase inh: -2%; HEK cytotox: 0%; GPT2 inhibitor: i; SNCA expr inhib: 6%
Cc1nc(NCc2ccc(C(=O)N3CCCCC3)cc2)cc(C2CC(N)C2)n1 (centres undefined) is entered as IP6K1 inhibitor: 8; 3T3 cytotox: -20%; HEK293 viab: -1%; Luciferase inh: -1%; HEK cytotox: ?; GPT2 inhibitor: 0%; SNCA expr inhib: 9%

Following part.
SMILES | IP6K1 inhibitor | 3T3 cytotox | HEK293 viab | Luciferase inh | HEK cytotox | GPT2 inhibitor | SNCA expr inhib
Cc1ccc(N(Cc2cccs2)C(=O)C(C)Oc2ccc(Cl)c(C)c2)cc1 (centres undefined) | 7 | / | -4% | / | / | / | ?
CNC(=O)NC[C@H]1CCN(Cc2ccc(OC)c(OC)c2)C[C@H]1N(C)C | 6 | i | -5%[12.5 µM] | 3% | i | -5% | ?
COc1cc(OCc2ccccc2)ccc1CN1CC[C@@]2(O)CCNC[C@H]2C1 | 7 | 20µM* | -14% | 7% | 22µM* | -3% | -6%
Cc1ccc(C2NC(=O)N(CC(=O)N(C)c3ccccc3)C3=C2C(=O)OC3)cc1 (centres undefined) | -6 | -12% | -16% | 0% | ? | i | -5%
CC(NC(=O)CCCN1C(=O)CCn2nc(-c3cn(C)c4ccccc34)cc21)c1ccccc1 (centres undefined) | 0 | / | -13% | / | / | / | 8%
COc1ccc(NC(=O)c2c(NC(=O)Cc3ccccc3)sc3c2CCCC3)cc1 | -5 | / | 2% | / | / | / | -8%
O=C(Nc1ccccc1)C1=NO[C@@H]2CN(Cc3ccc4[nH]ccc4c3)C[C@H]12 | 0 | ? | 9%[87.6 µM] | 12%[172 µM] | ? | -11%[88.5 µM] | 16%[87.6 µM]
COc1cccc(NC(=O)C2CCN(C(=O)N3CC(C)Oc4ccccc43)CC2)c1 (centres undefined) | 1 | / | -2% | / | / | / | -14%
COC[C@@H](c1ccc(C(F)(F)F)cc1)N1CCN(C2(C)CCN(C(=O)c3c(C)ncnc3C)CC2)C[C@H]1C | -1 | / | 5% | / | / | i | 22%

Screening data as filed in PubChem BioAssay.
